Screening results from PubChem BioAssay.
Jurkat autofluor: compound autofluorescence on Jurkat cells, primary screen, artefact control for VLA-4 allosteric ligand project, cell-based, flow cytometry | hits give high values; 1 = vehicle-only cell background | fluorescence ratio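 (tested at 10 µM compound in the well)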 | actives 0.61% (n = 24,000) | AID 576, 2007;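 active means fluorescence ratio above 2.44, which is 1 plus 3 SD of all ratios; inconclusive means signal too bright to measure linearly, ratio around 10 or more; inactive means fluorescence ratio below 2.44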;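 further: green fluorescence of cells measured with 488 nm excitation and 530 nm emission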
VLA-4 antagonist: inhibitors of LDV-FITC binding to Mn2+-activated VLA-4, primary screen, Jurkat cells; Integrin alpha-4 (Homo sapiens), P13612; LDV-FITC binding with Mn2+, flow cytometry; 100% = Mn2+-driven binding gain fully reversed; inhibition, % at 10 µM (by protocol); actives 0.2% (n = 24,000); AID 529, 2006;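 active means inhibition above 50%; inconclusive means compound itself fluorescent, judged against control cell fluorescence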;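 further: 0% = Mn2+ stimulated cells lacking compound and 100% = ligand binding without Mn2+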
Target sequence (P13612 whole entry, looked up): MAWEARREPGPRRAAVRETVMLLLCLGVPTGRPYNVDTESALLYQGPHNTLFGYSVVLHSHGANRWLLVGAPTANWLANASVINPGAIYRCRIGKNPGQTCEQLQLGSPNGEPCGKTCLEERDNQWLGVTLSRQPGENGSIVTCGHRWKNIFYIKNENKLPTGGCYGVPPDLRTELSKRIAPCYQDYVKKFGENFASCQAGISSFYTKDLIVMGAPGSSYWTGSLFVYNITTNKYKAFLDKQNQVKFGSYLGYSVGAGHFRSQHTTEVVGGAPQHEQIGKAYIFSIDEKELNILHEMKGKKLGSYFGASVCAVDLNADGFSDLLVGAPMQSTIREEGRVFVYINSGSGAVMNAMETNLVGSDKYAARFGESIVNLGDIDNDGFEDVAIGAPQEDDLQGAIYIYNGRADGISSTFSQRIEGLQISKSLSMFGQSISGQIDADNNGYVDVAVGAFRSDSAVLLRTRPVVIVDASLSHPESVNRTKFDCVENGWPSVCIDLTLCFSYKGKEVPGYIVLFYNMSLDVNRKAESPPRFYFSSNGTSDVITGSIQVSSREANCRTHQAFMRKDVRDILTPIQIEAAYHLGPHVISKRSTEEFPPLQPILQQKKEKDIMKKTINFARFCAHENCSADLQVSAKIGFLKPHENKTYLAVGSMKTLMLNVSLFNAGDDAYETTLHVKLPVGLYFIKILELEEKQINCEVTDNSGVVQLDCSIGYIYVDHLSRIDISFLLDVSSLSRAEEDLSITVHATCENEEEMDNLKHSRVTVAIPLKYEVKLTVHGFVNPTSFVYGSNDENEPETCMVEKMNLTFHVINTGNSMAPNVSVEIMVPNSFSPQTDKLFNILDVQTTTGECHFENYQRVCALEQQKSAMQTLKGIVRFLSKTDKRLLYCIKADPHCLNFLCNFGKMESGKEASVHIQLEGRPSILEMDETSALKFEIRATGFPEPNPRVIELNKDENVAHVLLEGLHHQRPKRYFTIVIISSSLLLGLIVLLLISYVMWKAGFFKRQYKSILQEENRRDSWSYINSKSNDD
Prostate diff: activators of LNCaP prostate cell differentiation, primary screen, flow cytometry side scatter; 4 d; side scatter shift, % at 10 µM; actives 0.56% (n = 24,000); AID 795, 2007;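 active means side scatter shift above 30%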;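 further: androgen-responsive LNCaP prostate cancer cells in charcoal-stripped serum medium; percent of cells past a gate set so DMSO wells show 10% shift; higher shift means more granular cells and more differentiation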
VLA-4 allo ag: enhancers of LDV-FITC binding to VLA-4 integrin, primary screen, Jurkat cells, flow cytometry; 24,000 tested, under 10 active; activation, % at 10 µM (by protocol); AID 528, 2006; Integrin alpha-4 (Homo sapiens), P13612;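 active means fluorescent ligand binding to cells raised by more than 40% of the manganese-induced maximum; inconclusive means compound's own fluorescence above 85% of the ligand control signal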;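 further: 0% = ligand binding without compound and 100% = manganese-stimulated maximal binding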
Active calls of the source: *; ? = inconclusive; . = no result given. Only part of the results is shown; the hit share may differ from the screen's.

canonical_smiles | VLA-4 allo ag | VLA-4 antagonist | Prostate diff | Jurkat autofluor
COc1ccc(-n2c(Cn3c(=O)sc4ccccc43)nnc2SCC(=O)N2CCOCC2)cc1 | 0 | 2 | 6 | 1
COC(=O)c1ccc(N=c2sc(C(=O)OC)cc(=O)n2C)cc1 | 2 | -4 | 3 | 1.1
COC(=O)c1cc(Br)ccc1-c1ccc(/C=N/n2nnnc2N)o1 | -6 | 4 | 5 | 1.2
CCOc1ccccc1N(CC)C(=O)Cn1ncc2c(=O)oc3ccccc3c21 | -6 | 9 | 15 | 1.1
O=C(CCN1CCCCC1)Nn1c(=S)[nH]c2ccccc2c1=O | 5 | -5 | 2 | 1
COc1ccccc1-c1cc(C(F)(F)F)nc(N2CCN(c3ccccc3)CC2)n1 | 1 | -14 | 4 | 1.1
O=C(C1CCCN1S(=O)(=O)c1cccc2cccnc12)N1CCn2c1nc1ccccc12 (centres undefined) | 0 | -21 | 3 | 1
CCOC(=O)c1c(NC(=O)OC)sc2c1CCC2 | 0 | -14 | 6 | 0.95
CCN1C(=O)N(CC)C2C1N(C(C)=O)C(=O)N2C(C)=O (centres undefined) | -6 | 34 | 18 | 1
COc1cc(NC(=O)c2onc(C)c2Cl)c(OC)cc1Cl | 1 | 9 | 10 | 1.1
Cc1cccc(C2N(c3ccc(F)cc3)C(=O)C3CCCN32)c1 (centres undefined) | ? | ? | 2 | 1.2
CCc1ccc(Nc2cc(=O)n(C3CCCCC3)c(=O)[nH]2)cc1 | -4 | 16 | 14 | 1.1
CCn1c(N2CCC(C)CC2)nc2c1c(=O)n(C)c(=O)n2C | -4 | -7 | 5 | 0.95
O=C(c1cccc(C(=O)N2CCN(c3ccccc3)CC2)c1)N1CCN(c2ccccc2)CC1 | -4 | -8 | 5 | 1.2
C1=CC2CC1CC2CN1CCN(c2ccccc2)CC1 (centres undefined) | 6 | -32 | 17 | 1.1
CCOC(=O)c1cc(-c2ccco2)nc2c1c(C)nn2CCC#N | 2 | -4 | 4 | 1.1
COc1ccc(C(=O)Nc2c3c(nn2-c2cccc(Cl)c2)CS(=O)C3)cc1 (centres undefined) | 0 | 2 | 9 | 0.97
Cc1c(C(=O)N2CCOCC2)sc2nc(-c3ccccc3)cn12 | -3 | 14 | 7 | 1.2
CC(C)c1cc(CN2CCN(CCC#N)CC2)cc(C(C)C)c1O | ? | ? | 12 | 1
Cc1nc2sc(C(c3cccc(F)c3)N3CCCC(C)C3)c(O)n2n1 (centres undefined) | ? | ? | 5 | 1
CC(C)C[C@H](NC(=O)[C@@H]1O[C@H]1C(=O)O)C(=O)NCCCCN=C(N)N | -16 | -6 | 2 | 0.97
COc1ccc(OC)c(NC(=O)C23CCC(C)(C(=O)C2)C3(C)C)c1 (centres undefined) | 0 | -1 | 13 | 1
CCS(=O)(=O)N1CCC(C(=O)NCc2cccc(OC)c2)CC1 | 2 | 2 | 7 | 1
CCNc1nc(OC)nc(Oc2ccc(=O)n(-c3ccccc3)n2)n1 | 8 | -18 | 5 | 1.1
CC1(C)CC(=O)C2=C(C1)N(Cc1ccco1)C(=O)C2(NC(=O)C1CCCCC1)C(F)(F)F (centres undefined) | 12 | -18 | 14 | 1
Cc1cc(NC(=O)Cn2cnc3c2c(=O)n(C)c(=O)n3C)n(-c2ccccc2)n1 | -6 | 8 | 3 | 0.98
O=C(NCCCN1CCN(c2ccccc2F)CC1)C1CCC(=O)N1C1CCCCC1 (centres undefined) | -1 | -2 | 3 | 1.1
CCOc1ccccc1NS(=O)(=O)c1ccc(OC)c(OC)c1 | -2 | 1 | 7 | 1
CCOC(=O)NCCc1c(C)nc2c(c(C)nn2C(C)(C)C)c1C | 2 | -12 | 13 | 1
COC(=O)c1cc2sccc2n1CC(=O)Nc1cc(OC)cc(OC)c1 | ? | ? | 4 | 1.2

Overlap with the part before: two entries, followed by the next part.
canonical_smiles | VLA-4 allo ag | VLA-4 antagonist | Prostate diff | Jurkat autofluor
CCOC(=O)NCCc1c(C)nc2c(c(C)nn2C(C)(C)C)c1C | 2 | -12 | 13 | 1
COC(=O)c1cc2sccc2n1CC(=O)Nc1cc(OC)cc(OC)c1 | ? | ? | 4 | 1.2
CCOCCCNC(=O)C1CCC(=O)N1CCc1ccccc1 (centres undefined) | 0 | -8 | 5 | 1.1
Cc1ccc(C)c(-c2nc3ccc(N)cc3[nH]2)c1 | 26 | -3 | 12 | 2.3
COc1cc(NC(=O)c2cc(CC(C)C)on2)c(OC)cc1Cl | 1 | -10 | 6 | 1
COCC(=O)Nc1sc2c(c1C(=O)OC)C(C(=O)OC)CC2 (centres undefined) | -2 | 4 | 11 | 1.1
Cc1cccc(N(CC(=O)N2CCCC2)S(=O)(=O)c2ccccc2)c1C | 0 | 3 | 24 | 1
O=C(CSc1nnnn1C1CCCC1)NCc1ccc2c(c1)OCO2 | -4 | -4 | 6 | 0.96
CCOc1ccc(Oc2nc(NCC(C)C)nc(OC)n2)nn1 | 1 | -10 | 6 | 0.98
Cc1cc(NC(=O)c2noc3c2CCCCC3)nn1Cc1ccc(Cl)cc1 | -1 | 14 | 6 | 1.1
CCOC(=O)c1sc2nc(NC(=O)C(C)(C)C)sc2c1C | 6 | -7 | 2 | 1
CCC(C)(C(=O)NC1CCCCC1)N(CC1CCCO1)C(=O)c1ccccn1 (centres undefined) | 12 | -29 | 4 | 1
CC(C)CN(CC(C)C)C(=O)CS(=O)(=O)Cc1ccccc1 | 3 | -8 | 14 | 1
CCCNC(=O)NC1C(NC(=O)NCCC)N(C)C(=O)N1C (centres undefined) | 1 | -14 | 3 | 1.1
CC(C(=O)Nc1ccccn1)N1C(=O)C2C3C=CC(C3)C2C1=O (centres undefined) | -2 | -4 | 18 | 1.1
CCCCCn1c(CNC(=O)COC)nc2ccccc21 | 0 | 11 | 8 | 1
CCCS(=O)(=O)N1CCC(C(=O)NCC2CCCO2)CC1 (centres undefined) | 3 | -16 | 2 | 0.98
O=C1CCC(c2ccccc2)N1C(=O)c1cccnc1 (centres undefined) | ? | ? | 11 | 1
O=C(Nc1nccs1)C1CCCN(S(=O)(=O)c2cccnc2)C1 (centres undefined) | 2 | -11 | 15 | 1
COc1ccc2nc(Nc3nc(C)c(C(C)=O)s3)sc2c1 | -12 | 63* | 7 | 1.2
CCOCCCNC(=O)c1cn(C)c(=O)c2cc(OC)c(OC)cc12 | ? | ? | 9 | 1.1
CCn1cc(C(=O)NCc2ccc3c(c2)OCO3)c2cc(OC)c(OC)cc2c1=O | ? | ? | 6 | 1.1
COc1ccc2c3c(c(=O)oc2c1OCC(N)=O)CCCC3 | 0 | -6 | 5 | 0.98
Cc1cccc(N2CCN(C(=O)C3CCCN(S(=O)(=O)c4cccc5cccnc45)C3)CC2)c1C (centres undefined) | -5 | -11 | 16 | 1.1
O=S(=O)(c1ccccc1)N(Cc1nc(-c2ccccc2)no1)C1CCCCC1 | -10 | 2 | 7 | 1
COC(=O)CN1C(=O)CSc2ncccc21 | 1 | -26 | 13 | 1.2
COc1ccccc1-c1cc(N)n(S(=O)(=O)c2ccc(F)c(C)c2)n1 | ? | ? | 6 | 0.79
CCOC(=O)N1CCN(S(=O)(=O)c2ccc(OCC)c(C)c2)CC1 | 0 | 1 | 9 | 1
Cn1c(=O)cc(OCCCC(=O)N2CCN(Cc3ccc4c(c3)OCO4)CC2)c2ccccc21 | 0 | 7 | 12 | 1.1
Cc1ccc(-n2nnnc2SCC(=O)c2cc(C)n(-c3cc(C)on3)c2C)cc1 | -4 | 8 | 7 | 1
CC(C)CNc1nc(Oc2ccc(=O)n(C)n2)nc(N2CCOCC2)n1 | 12 | -22 | 10 | 0.94
Nc1ccc(S(=O)(=O)c2cccc(N)c2)cc1 | -3 | 4 | 4 | 1

Further structures
canonical_smiles | VLA-4 allo ag | VLA-4 antagonist | Prostate diff | Jurkat autofluor
Cc1c(Br)c(=O)[nH]c(=O)n1COCc1ccccc1 | -2 | 6 | 18 | 1.1
COC(=O)c1[nH]c2cccc(C)c2c1NC(=O)CN1CCCc2ccccc21 | ? | ? | 7 | 1.8
CCOc1ccc(NC(=O)CN2C(=O)COc3ccc(Cl)cc32)cc1 | 11 | -6 | 18 | 0.94
COc1ccc2nc3oc(C(=O)N4CCC(C(N)=O)CC4)cc3cc2c1 | ? | ? | 1 | 1
CCOC(=O)c1cccc(NC(=O)CSc2nnc(-c3cccnc3)n2CC)c1 | -6 | 4 | 15 | 0.97
COc1ccc(-c2cc(C(=O)N3CC4(C)CC3CC(C)(C)C4)no2)cc1 (centres undefined) | -5 | 14 | 4 | 0.88
CCOC(=O)NC(NC(=O)OCC)C(=O)c1ccccc1 | 1 | 6 | 14 | 0.92
CN(C)c1ccc(C2N(c3cccc(Cl)c3)C(=O)C3CCCN32)cc1 (centres undefined) | 0 | 1 | 10 | 1.1
CCS(=O)(=O)N1CCCC(C(=O)NCc2ccccc2Cl)C1 (centres undefined) | -1 | -6 | 10 | 1.2
Cc1c(NS(=O)(=O)c2ccc3c(c2)n(C)c(=O)n3C)c(=O)n(-c2ccccc2)n1C | 3 | -17 | 3 | 1.1
CCCCN1CC(C(=O)NC2CCCCC2)CC1=O (centres undefined) | -1 | 10 | 9 | 0.91
COc1ccc(OC)c2[nH]c(=O)c(CCNC(=O)COc3ccccc3)cc12 | -2 | 1 | 9 | 1
COc1ccccc1-c1cc(C(F)(F)F)nc(S(=O)(=O)CCCC(=O)Nc2cc(C)on2)n1 | ? | ? | 11 | 1.1
CCOC(=O)CNC(=O)C(NC(=O)C1CCC(C)CC1)C(C)CC (centres undefined) | ? | ? | 6 | 1.1
COC(=O)c1ccc(CS(=O)(=O)c2ccccc2C)o1 | -2 | -10 | 5 | 1
Cc1ccc(-c2csc(N3CCC(C(N)=O)(N4CCCCC4)CC3)n2)cc1 | 2 | 7 | 10 | 1.1
CCOC(=O)c1c(NC(=O)CSc2nnc(CNC(=O)c3ccco3)n2C)sc2c1CCC2 | -4 | 15 | 6 | 1.1
CCn1cc(C(=O)N2CCN(C3CCCCC3)CC2)c2cc(OC)c(OC)cc2c1=O | ? | ? | 7 | 1.1
COc1cccc(-c2cc(C(=O)N3CCCc4ccccc43)no2)c1 | -8 | 11 | 3 | 1
O=C1N[C@@H](Cc2cnc[nH]2)C(=O)N2CCC[C@@H]12 | 4 | -12 | 3 | 1
CCN(CCNS(=O)(=O)c1ccc2c(c1)oc(=O)n2C)c1ccccc1 | ? | ? | 8 | 2.3
CCN(CC)CCCC1(CN)OCCc2ccccc21 (centres undefined) | 0 | 0 | 1 | 0.99
CC(=O)c1ccc(N2CCN(C(=O)C3(S(=O)(=O)c4ccc(Cl)cc4)CC3)CC2)cc1 | -2 | 3 | 3 | 1
O=C1NCC(COCc2ccccc2)O1 (centres undefined) | 0 | 1 | 7 | 1.1
CC(C)NC(=O)C1CCN(C(=O)c2cc3sccc3n2Cc2ccc(F)cc2)CC1 | ? | ? | 13 | 1.2
Cc1csc2nc(CNC(=O)c3cccc(C(F)(F)F)c3)cn12 | 5 | 0 | 5 | 1.1
CCN(c1ccccc1)c1cc(C)nc2ncnn12 | -3 | -7 | 7 | 1.1
COCCN1Cc2cccc(C(=O)Nc3cccc(C)c3C)c2C1=O | 4 | -10 | 3 | 1
COC(=O)c1cc(=O)n(Cc2ccc3c(c2)OCO3)c(=Nc2ccccc2)s1 | -10 | 10 | 10 | 1.1
CCOC(=O)CSc1nnc(Cn2nnc(-c3ccccc3)n2)n1CC | -2 | -14 | 9 | 1

The list continues.
canonical_smiles | VLA-4 allo ag | VLA-4 antagonist | Prostate diff | Jurkat autofluor
Cn1nc(C(=O)N2CCOCC2)c2ccccc2c1=O | -7 | -5 | . | 1.1
Cc1nc2ncnn2c(N2CCC(C(=O)NC3CCCC3)CC2)c1Cc1ccccc1 | ? | ? | 5 | 1
COc1cc(C2NC(=O)NC(O)(C(F)(F)F)C2C(C)=O)cc(OC)c1OC (centres undefined) | 1 | 2 | 9 | 0.95
COc1ccc(OC)c(C(C)NC=O)c1 (centres undefined) | 1 | -12 | 6 | 0.93
Cc1nnc(SCC(=O)Nc2ccc(Oc3ccccc3)cc2)n1N | 2 | 9 | 2 | 0.98
O=C(Nc1ccccc1C(F)(F)F)c1cc(-c2ccccc2O)on1 | 0 | 5 | 6 | 1.1

Marked active in VLA-4 antagonist (from the list above):
canonical_smiles | VLA-4 allo ag | VLA-4 antagonist | Prostate diff | Jurkat autofluor
COc1ccc2nc(Nc3nc(C)c(C(C)=O)s3)sc2c1 | -12 | 63* | 7 | 1.2
